Bioassay records: PubChem BioAssay, several laboratories
IMP-1 inh: inhibitors of Pseudomonas aeruginosa IMP-1 metallo-beta-lactamase. purified IMP-1, nitrocefin hydrolysis, epi-absorbance fluorescence. inhibition, % at 5.6 µM. 290,000 tested, 0.45% active;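 active = inhibition above the mean plus 3 SD of all compounds in the same screening run, cut at about 4.5% in these data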;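 note: 0% = IMP-1 with DMSO and 100% = DMSO wells lacking enzyme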
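System: Purified recombinant IMP-1 metallo-beta-lactamase enzyme | Measured by: Fluorescence quenching readout, ex 480/em 530 nm | Replication: Singlicate | Incubation: 15 min preincubation plus 25 min reaction at 25 °C | Evaluation: Percent inhibition from optical density relative to buffer-blank wells | Benchmarks: DMSO with and without IMP-1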
VIM-2 inh: blocks Pseudomonas aeruginosa VIM-2 metallo-beta-lactamase; purified VIM-2, nitrocefin hydrolysis, epi-absorbance fluorescence; 290,000 tested, 0.89% active; inhibition, % at 5.6 µM;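 active = inhibition above the mean of all tested compounds plus 3 SD, cutoff set per screening run, cut at about 7.5% in these data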;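 note: red hydrolysis product quenches plate fluorescence so inhibitors raise well fluorescence; 0% = enzyme with DMSO and 100% = DMSO without enzyme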
pCIP destab: compounds decreasing mouse p/CIP protein stability | 290,000 tested, 0.01% active | Q05BA5 | decrease of EGFP signal, % at 10 µM | AID 1984 | F442A p/CIP-EGFP cells, EGFP fluorescence, 16 h;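 active = EGFP signal decrease of at least 30% at 10 µM or well 3 SD below plate mean, unless failing retest; inactive = the rest, including hits failing retest or dose response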; note: some compounds called inactive have numbers as strong as hits; many of its hits are not listed in these tables
GPR7 antag: blocks human GPR7 receptor signaling. GPR7-expressing cells, fluorescence antagonist assay. 290,000 tested, 1.1% active. inhibition, % at 4.4 µM. AID 1861; in the data active = inhibition above about 16%, passing the limit was not always enough;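 note: cells stimulated with the agonist NPW; 0% = agonist with vehicle and 100% = vehicle without agonist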
Target sequence (P48145 whole entry, looked up): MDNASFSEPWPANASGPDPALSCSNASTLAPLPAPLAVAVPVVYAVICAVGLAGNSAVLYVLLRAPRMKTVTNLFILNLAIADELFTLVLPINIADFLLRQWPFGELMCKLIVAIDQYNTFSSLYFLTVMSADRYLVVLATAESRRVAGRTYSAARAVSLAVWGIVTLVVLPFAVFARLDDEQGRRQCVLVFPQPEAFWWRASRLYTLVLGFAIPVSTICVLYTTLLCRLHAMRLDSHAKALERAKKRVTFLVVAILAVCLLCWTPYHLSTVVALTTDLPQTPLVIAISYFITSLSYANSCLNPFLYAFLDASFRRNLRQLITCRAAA
PHOSPHO1 inh: blocks human PHOSPHO1 phosphatase activity; Q8TCT1; recombinant PHOSPHO1, absorbance phosphatase assay; inhibition, % at 13.3 µM; 290,000 tested, 1.1% active; AID 1565; in the data active = inhibition above about 60%
Target sequence (Q8TCT1 whole entry, looked up): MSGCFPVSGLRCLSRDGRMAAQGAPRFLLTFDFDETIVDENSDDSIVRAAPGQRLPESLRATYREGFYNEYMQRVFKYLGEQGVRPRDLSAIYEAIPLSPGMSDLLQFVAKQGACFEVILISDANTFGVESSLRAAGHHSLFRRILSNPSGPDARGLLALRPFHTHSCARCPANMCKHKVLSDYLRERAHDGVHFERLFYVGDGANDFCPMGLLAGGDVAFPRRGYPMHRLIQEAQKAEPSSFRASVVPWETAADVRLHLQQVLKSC
NALP1 yeast inh: inhibitors of NALP1 inflammasome in yeast; S. cerevisiae NALP1/ASC/caspase-1 growth, X-gal OD620, 72 h; 280,000 tested, 0.61% active; inhibition, % at 10 µM; in the data active = inhibition mostly above about 24%, no sharp cut-off; inactive = mostly below about 32%; note: some compounds called inactive have numbers as strong as hits
IDE inh: inhibits human insulin-degrading enzyme in HEK cells; P14735; FAbetaB cleavage, fluorescence polarization; inhibition, % at 5.59 µM; 320,000 tested, 0.41% active;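 active = percent inhibition above the average of all tested compounds plus 3 SD, set per screening campaign, cut at about 16% in these data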;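 note: IDE supplied by intact live HEK cells; FP after avidin binding of uncleaved biotin substrate so inhibition keeps polarization high; 0% = DMSO wells and 100% = 60 µM reference IDE inhibitor Ii1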
IDE cell activ: boosts human insulin-degrading enzyme activity in HEK cells; FAbeta-B cleavage, fluorescence polarization; 0% vehicle, 100% cell-free pure enzyme wells; AID 493087; 340,000 tested, 0.073% active; activation, % at 5.96 µM;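 active = activation above the mean of all tested compounds plus 3 SD, set per screening campaign, cut at about 17% in these data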
M18AAP inhibitor: PfM18AAP enzyme inhibition; inhibition, % at 7.35 µM; recombinant PfM18AAP, H-Glu-NHMec fluorogenic cleavage; 290,000 tested, 1.2% active;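 active = inhibition above the campaign mean inhibition over all tested compounds plus 3 SD, cut at about 28% in these data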;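 note: 0% = plate median of test compound wells and 100% = 2 mM ZnCl2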
An asterisk follows results filed as active; . = not tested or not shown.

# | mol | IMP-1 inh | VIM-2 inh | pCIP destab | GPR7 antag | PHOSPHO1 inh
1 | C(=N\Nc1nc(-c2ccccc2)cs1)/c1ccco1 | -0.6 | -0.6 | 1 | 0 | 6
2 | Fc1ccccc1CSc1nnc(-c2cccs2)o1 | -1.7 | -0.5 | 6 | 1 | -10
3 | CNc1c([N+](=O)[O-])ncn1C | 0.7 | -2.8 | 2 | -2 | 10
4 | Cc1ccc(S(=O)(=O)NCC(=O)OCC(=O)c2c(N)n(C)c(=O)n(C)c2=O)cc1 | -3.5 | -3.5 | 2 | -8 | -13
5 | COc1cc(CCC(=O)OCC(=O)Nc2c(Cl)cccc2Cl)cc(OC)c1OC | -1.5 | -1.2 | -4 | 4 | 32
6 | C=CCOc1ccc(/C(O)=C2/C(=O)C(=O)N(CCCN3CCOCC3)C2c2ccc(OC)cc2)cc1 (configuration not stated) | -1.7 | -0.6 | -1 | -9 | 3
7 | Cc1c(N2C(=O)/C(=C3\C(=O)N(CC(=O)O)c4ccccc43)SC2=S)c(=O)n(-c2ccccc2)n1C | 0.3 | -1.0 | 5 | 2 | 15
8 | COc1ccc(NC(=O)CN2c3cccc4cccc(c34)S2(=O)=O)c(OC)c1 | -0.2 | -3.7 | -12 | -11 | -14
9 | O=C(O)c1ccccc1OC(C(=O)Nc1cc(Cl)cc(Cl)c1)c1ccccc1 (configuration not stated) | -4.1 | -1.8 | 2 | 2 | 19
10 | Nc1nc(SCC(=O)Nc2ccc(F)cc2)[nH]c(=O)c1NC(=O)c1ccc(F)c(F)c1 | -3.3 | -3.8 | -2 | -23 | 22
11 | Cc1ccc(/C=C(/C#N)C(=O)NC(=O)Oc2ccccc2)cc1 | -1.9 | -1.6 | 7 | -4 | -4
12 | CC1CC(C)CN(c2ccc(C(=O)NCc3ccc4c(c3)OCO4)cc2[N+](=O)[O-])C1 (configuration not stated) | -1.2 | -3.1 | -9 | -11 | -11

# | NALP1 yeast inh | IDE inh | IDE cell activ | M18AAP inhibitor
1 | 24 | 6 | -2 | 25
2 | 1 | 2 | -1 | -4
3 | -6 | 1 | 4 | -6
4 | 34 | 0 | -1 | 2
5 | 10 | -1 | -2 | -12
6 | -7 | 11 | 4 | 2
7 | 11 | 5 | -5 | -14
8 | 5 | -4 | 2 | -7
9 | 22 | 5 | 7 | -1
10 | 16 | 4 | -2 | 3
11 | 26 | 1 | 3 | -12
12 | 12 | 0 | 5 | -2

# | mol | IMP-1 inh | VIM-2 inh | pCIP destab | GPR7 antag | PHOSPHO1 inh
13 | O=C(CSc1nc2ccccc2s1)NNC(=S)Nc1ccccc1 | -3.8 | 9.7* | -8 | -5 | -15
14 | NC(=O)COC(=O)c1ccc(S(=O)(=O)NCc2ccco2)cc1 | -2.7 | 2.2 | -8 | 10 | 20
15 | COc1ccc(N(CC(=O)NC2CCCCC2)C(=O)CCC(=O)Nc2nc(C)cs2)cc1 | -2.6 | 0.2 | -1 | -2 | 15
16 | COc1ccc(/C=C2\CCC(C3CCCC3)C2=O)cc1OC (configuration not stated) | -1.1 | 0.9 | -7 | -7 | -3
17 | O=C(Nc1ccc(S(=O)(=O)NCC2CCCO2)cc1)c1ccc(Cl)cc1[N+](=O)[O-] (configuration not stated) | -3.1 | -2.5 | -18 | 7 | 38
18 | Cc1ccc2c(CC(=O)NCc3ccc4c(c3)OCO4)coc2c1 | -0.3 | -0.6 | 10 | -14 | -56
19 | COc1ccc(-c2cc(C(F)(F)F)nc(S(=O)(=O)CCCC(=O)Nc3cc(C)on3)n2)cc1OC | -1.2 | 0.9 | -13 | -8 | 32
20 | Nc1ncc(CCN2CCOCC2)c(-c2ccc(F)cc2)n1 | -1.9 | -2.2 | 4 | -9 | -110
21 | CC1CCCCN1c1ccc(N)cc1C(N)=O (configuration not stated) | -2.8 | -0.5 | 7 | 0 | 3
22 | CCN1CCN(C(=O)/C(=C/c2ccco2)NC(=O)c2ccccc2)CC1 | -3.9 | -1.8 | -1 | -7 | 14
23 | O=[N+]([O-])c1cc(S(=O)(=O)O)cc([N+](=O)[O-])c1NN(c1ccccc1)c1ccccc1 | -3.1 | 0.6 | 3 | 1 | 28
24 | O=[N+]([O-])c1ccccc1S(=O)(=O)N1CCCc2ccccc21 | -0.8 | 1.3 | -24 | -2 | 8

# | NALP1 yeast inh | IDE inh | IDE cell activ | M18AAP inhibitor
13 | 12 | -3 | 1 | 18
14 | 1 | -4 | 0 | 14
15 | 15 | -7 | 3 | -8
16 | 18 | 3 | 2 | 2
17 | -8 | 7 | 7 | -4
18 | 7 | -5 | 8 | -2
19 | -4 | . | -5 | -12
20 | 2 | 2 | -1 | -8
21 | -5 | 3 | 2 | -2
22 | 16 | 10 | 0 | 14
23 | 8 | -2 | -4 | 10
24 | 27 | 0 | 0 | -7

# | mol | IMP-1 inh | VIM-2 inh | pCIP destab | GPR7 antag | PHOSPHO1 inh
25 | CCOc1ccc2oc(C(=O)NCc3nc4ccccc4[nH]3)c(C)c2c1 | -2.6 | -4.4 | 6 | -24 | 31
26 | COc1cc(OC)c(N2CC34C=CC(O3)C(C(=O)O)C4C2=O)cc1Cl (configuration not stated) | 0.8 | 4.1 | 1 | 0 | -27
27 | C=C1C(=O)C=C2CN(C(=O)c3ccccc3)[C@@](Cc3ccc(F)cc3)(C(=O)OC)[C@@H]12 | -0.1 | 0.5 | -2 | 85* | 4
28 | COc1ccccc1CC(=O)Nc1cccc(S(=O)(=O)N2CCOCC2)c1 | -0.3 | -1.0 | -14 | -15 | 27
29 | O=C(NC1CCCCC1)N1CCN(c2ccc([N+](=O)[O-])cc2)CC1 | -0.8 | -3.0 | -7 | -6 | 16
30 | COc1ccc(CC2S/C(=N/N=C/c3ccccc3O)NC2=O)cc1 (configuration not stated) | -2.8 | -5.8 | -1 | -13 | -11
31 | CC1CCN(CCCNC(=O)C2CC(=O)N(C3CCCCCC3)C2)CC1 (configuration not stated) | -1.1 | -2.8 | -12 | -13 | 13
32 | COc1ccccc1/C=C/C=N/NC(=O)CN1CCN(S(=O)(=O)c2ccc(C)cc2)CC1 | -3.7 | -5.5 | -16 | 1 | -14
33 | CCCCc1c(C)c(C#N)c2nc3ccccc3n2c1Nc1c(C)n(C)n(-c2ccccc2)c1=O | -4.8 | -0.3 | 2 | 1 | 6
34 | Cc1ccn2c(NC3CCCC3)c(-c3ccccn3)nc2c1 | -5.4 | -4.2 | -2 | -15 | -5
35 | Cc1ccc(-c2nn3c(C)nnc3c3ccccc23)cc1S(=O)(=O)NCc1ccccc1 | -1.0 | -1.3 | -22 | -9 | 9
36 | CC(C)Nc1c(N)c(=O)oc2ccccc12 | -3.9 | -1.5 | -11 | -2 | 25

# | NALP1 yeast inh | IDE inh | IDE cell activ | M18AAP inhibitor
25 | 18 | -1 | -2 | 0
26 | -1 | -5 | 2 | 9
27 | 63* | 8 | -1 | -8
28 | 6 | -4 | 1 | 2
29 | 4 | -1 | 3 | -1
30 | . | 4 | 9 | 1
31 | 12 | 6 | 0 | -4
32 | 44 | 0 | 5 | 1
33 | 8 | -1 | 2 | -4
34 | -12 | 1 | 6 | -5
35 | 8 | -2 | 2 | -4
36 | 17 | 2 | 2 | 23

An excerpt from above in order of SMILES length, descending.
# | mol | IMP-1 inh | VIM-2 inh | pCIP destab | GPR7 antag | PHOSPHO1 inh
27 | C=C1C(=O)C=C2CN(C(=O)c3ccccc3)[C@@](Cc3ccc(F)cc3)(C(=O)OC)[C@@H]12 | -0.1 | 0.5 | -2 | 85* | 4
32 | COc1ccccc1/C=C/C=N/NC(=O)CN1CCN(S(=O)(=O)c2ccc(C)cc2)CC1 | -3.7 | -5.5 | -16 | 1 | -14
35 | Cc1ccc(-c2nn3c(C)nnc3c3ccccc23)cc1S(=O)(=O)NCc1ccccc1 | -1.0 | -1.3 | -22 | -9 | 9
26 | COc1cc(OC)c(N2CC34C=CC(O3)C(C(=O)O)C4C2=O)cc1Cl (configuration not stated) | 0.8 | 4.1 | 1 | 0 | -27
29 | O=C(NC1CCCCC1)N1CCN(c2ccc([N+](=O)[O-])cc2)CC1 | -0.8 | -3.0 | -7 | -6 | 16
28 | COc1ccccc1CC(=O)Nc1cccc(S(=O)(=O)N2CCOCC2)c1 | -0.3 | -1.0 | -14 | -15 | 27
24 | O=[N+]([O-])c1ccccc1S(=O)(=O)N1CCCc2ccccc21 | -0.8 | 1.3 | -24 | -2 | 8
31 | CC1CCN(CCCNC(=O)C2CC(=O)N(C3CCCCCC3)C2)CC1 (configuration not stated) | -1.1 | -2.8 | -12 | -13 | 13
34 | Cc1ccn2c(NC3CCCC3)c(-c3ccccn3)nc2c1 | -5.4 | -4.2 | -2 | -15 | -5
36 | CC(C)Nc1c(N)c(=O)oc2ccccc12 | -3.9 | -1.5 | -11 | -2 | 25

# | NALP1 yeast inh | IDE inh | IDE cell activ | M18AAP inhibitor
27 | 63* | 8 | -1 | -8
32 | 44 | 0 | 5 | 1
35 | 8 | -2 | 2 | -4
26 | -1 | -5 | 2 | 9
29 | 4 | -1 | 3 | -1
28 | 6 | -4 | 1 | 2
24 | 27 | 0 | 0 | -7
31 | 12 | 6 | 0 | -4
34 | -12 | 1 | 6 | -5
36 | 17 | 2 | 2 | 23

Following part
# | mol | IMP-1 inh | VIM-2 inh | pCIP destab | GPR7 antag | PHOSPHO1 inh
37 | CS(=O)(=O)N1CCC(C(=O)NCc2ccncc2)CC1 | -2.3 | -2.1 | 3 | 2 | -5
38 | Cc1nn(-c2ccc(NC(=O)c3ccncc3)cc2)c(C)c1Cl | -3.5 | -2.0 | 5 | 32* | 29
39 | CC(C)c1ccc(NC(=O)CNC(=O)Cn2ccc3ccccc3c2=O)cc1 | -0.9 | -2.0 | -10 | 0 | 19
40 | CC(=O)C1=C(O)C(=O)N(Cc2cccnc2)C1c1ccc(Cl)cc1Cl (configuration not stated) | -4.6 | -4.5 | 7 | -8 | 4
41 | COCCC(=O)N1CCC(Oc2ccc(C(=O)NCc3cc(C)n(C)n3)cc2)CC1 | -0.1 | 1.2 | 3 | -5 | 34
42 | CSC1=NCCN1C(=O)c1cccs1 | -3.3 | -1.8 | -2 | -7 | -5
43 | Cc1ccc(Nc2nc(N3CCOCC3)c3ccccc3n2)cc1 | 0.1 | -0.5 | -17 | -17 | 11
44 | O=C(NCc1cccc2ccccc12)Nc1ccccc1 | 0.5 | 0.0 | 0 | -7 | -21
45 | CC(Oc1ccc2c(-c3ccccc3)cc(=O)oc2c1)C(=O)NCCCn1ccnc1 (configuration not stated) | -3.0 | 0.2 | -3 | -5 | 39
46 | Cc1ccc(NS(=O)(=O)c2ccc(NC(=O)N3CCCCC3)cc2)cc1 | -0.1 | 2.1 | -2 | 16 | 34
47 | Cc1ccc(C(=O)NC2CCCc3ccccc32)o1 (configuration not stated) | 0.0 | -0.7 | 4 | -4 | 38
48 | CCc1cc(CNC(=O)CC2C(=O)NCCN2Cc2ccc(-c3ccccc3)cc2)on1 (configuration not stated) | -1.5 | 0.8 | -2 | -2 | 24

# | NALP1 yeast inh | IDE inh | IDE cell activ | M18AAP inhibitor
37 | 10 | 5 | 3 | -2
38 | -6 | . | -1 | -2
39 | 9 | 1 | 0 | -5
40 | 10 | -3 | 4 | 6
41 | 22 | -5 | 8 | -4
42 | 1 | 7 | -1 | -11
43 | 21 | 6 | 1 | -2
44 | -8 | -2 | 5 | -15
45 | 5 | 6 | -1 | 5
46 | 20 | 0 | -4 | 9
47 | -9 | 6 | -1 | 3
48 | 26 | 3 | 0 | 3
